TRHR ag = qHTS for Small Molecule Agonists and Allosteric Enhancers of Human TRH Receptor: Primary Screen for Agonists; activation, % at 2 µM; Thyrotropin-releasing hormone receptor (Homo sapiens), P34981; hit rate 0.18% among 360,000; TRHR cells, calcium flux fluo-8, FDSS agonist mode; in the data active means activation above about 30%; further: 0% is about no effect
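Read-out: compound-evoked intracellular calcium rise in TRHR cells, fluo-8 dye, kinetic FDSS fluorescence at 1 s/cycle following a 10-cycle baseline. Cells cultured overnight before dye loading (30 min–1.5 h, RT).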
TRHR enhancer = qHTS for Small Molecule Agonists and Allosteric Enhancers of Human TRH Receptor: Primary Screen for Enhancers; Thyrotropin-releasing hormone receptor (Homo sapiens), P34981; TRHR cells, fluo-8 calcium fluorescence, EC20 TRH enhancement; enhancement, % at 2 µM; hit rate 0.66% among 360,000; in the data active means enhancement above about 30%; further: 0% is about no effect
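TRHR-expressing cells loaded with fluo-8 calcium dye were read kinetically (ex 480/em 530) during compound addition, then stimulated with an EC20 of TRH (10 nM final). Enhancement of the Gq-mediated intracellular calcium response was scored.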
D1 agonist = Allosteric Agonists of the Human D1 Dopamine Receptor: qHTS; D(1A) dopamine receptor (Homo sapiens), P21728; AID 504660, 2011; activation, % at 2 µM; hit rate 1% among 360,000; HEK293 T-REx D1 cells, calcium flux, agonist mode; in the data active means activation above about 30%; further: 0% is about no effect
Target sequence (P21728 whole entry, looked up): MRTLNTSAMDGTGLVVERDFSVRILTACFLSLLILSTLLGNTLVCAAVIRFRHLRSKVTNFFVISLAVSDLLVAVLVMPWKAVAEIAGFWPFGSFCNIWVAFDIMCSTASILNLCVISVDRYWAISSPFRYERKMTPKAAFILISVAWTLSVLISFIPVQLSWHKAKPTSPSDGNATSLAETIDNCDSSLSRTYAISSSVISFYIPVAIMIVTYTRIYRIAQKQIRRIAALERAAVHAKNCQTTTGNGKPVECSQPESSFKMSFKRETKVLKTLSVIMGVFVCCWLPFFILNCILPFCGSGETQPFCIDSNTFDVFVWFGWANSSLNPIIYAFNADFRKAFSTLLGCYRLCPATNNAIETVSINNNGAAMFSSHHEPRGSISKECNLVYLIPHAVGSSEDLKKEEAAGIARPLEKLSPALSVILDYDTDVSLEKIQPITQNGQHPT
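Inducible HEK293 T-REx D1 cells, force-coupled to calcium signalling, were plated at 4000 cells/well with tetracycline and held overnight at 30 C. After no-wash calcium dye loading, compound-evoked calcium rise over 180 s flagged agonists.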
D2 PAM = HTS Assay for Positive Allosteric Modulators of the Human D2 Dopamine Receptor: Primary Screen for Potentiators; HEK293 T-REx D2, calcium flux, EC20 dopamine potentiation; D(2) dopamine receptor (Homo sapiens), P14416; hit rate 0.34% among 340,000; AID 485347, 2010; potentiation, % at 10 µM;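 active means potentiation over 3 SD above the plate norm, cut at about 30% in these data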; further: 0% is about no effect
Target sequence (P14416 whole entry, looked up): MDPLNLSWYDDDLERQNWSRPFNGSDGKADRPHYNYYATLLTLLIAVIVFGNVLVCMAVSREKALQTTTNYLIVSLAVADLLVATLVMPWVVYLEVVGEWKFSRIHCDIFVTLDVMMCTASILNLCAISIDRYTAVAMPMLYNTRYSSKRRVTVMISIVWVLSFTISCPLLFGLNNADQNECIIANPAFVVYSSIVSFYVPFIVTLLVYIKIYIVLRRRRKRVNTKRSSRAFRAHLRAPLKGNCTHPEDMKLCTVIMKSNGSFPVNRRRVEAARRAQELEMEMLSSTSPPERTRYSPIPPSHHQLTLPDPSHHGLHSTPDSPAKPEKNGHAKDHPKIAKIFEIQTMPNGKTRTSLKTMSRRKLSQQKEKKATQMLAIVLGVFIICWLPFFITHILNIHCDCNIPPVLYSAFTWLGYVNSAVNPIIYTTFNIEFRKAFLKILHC
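Primary screen. Calcium kinetics in induced HEK293 T-REx D2 cells: compound pre-addition 180 s, EC20 dopamine, 180 s more.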
Apoferritin bind = qHTS Assay for Identification of Novel General Anesthetics; apoferritin/1-aminoanthracene competitive binding, fluorescence; Potency, µM (titrated, usually from 77.5 µM), for the others: at the highest dose activity change, negative = displacement, most hits filed as inhibitors; hit rate 0.074% among 350,000; AID 485281, 2010; further: potency means the concentration at half of the fitted maximal effect; on the % scale 0 is the no-effect control and ±100 the full control effect; nearly all actives have a fitted effect of over 20% in size
Target sequence (P02791 2-175 limits assumed): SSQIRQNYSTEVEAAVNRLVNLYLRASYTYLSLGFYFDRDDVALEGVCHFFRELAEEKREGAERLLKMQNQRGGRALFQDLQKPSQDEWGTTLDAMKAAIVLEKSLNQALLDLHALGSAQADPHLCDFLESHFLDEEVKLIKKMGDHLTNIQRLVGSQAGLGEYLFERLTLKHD
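Horse-spleen apoferritin (10 uM) in 50% saturated 1-aminoanthracene in PBS was incubated 10 min at room temperature with compound. Fluorescence (ex 380, em 535 nm) was normalized to free and bound 1-AMA, with concentration-response fitted by a four-parameter Hill equation.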
D1 potentiator = Potentiators of Human D1 Dopamine Receptor: qHTS. D(1A) dopamine receptor (Homo sapiens), P21728. HEK293 TREx D1 cells, calcium flux, dopamine EC20 potentiation. hit rate 0.036% among 360,000. potentiation, % at 10 µM. AID 504651, 2011; in the data active means potentiation above about 30%; further: 0% is about no effect
RXFP1 ag = qHTS Assay for Agonists of the Relaxin Receptor RXFP1 | Relaxin receptor 1 (Homo sapiens), Q9HBX9 | HEK293T-RXFP1 cAMP TR-FRET, 30 min; response scale: percent of porcine relaxin response, buffer zero | hit rate 0.3% among 370,000 | AID 2676, 2010 | Potency, µM (highest dose often 57.5 µM), for the others: top-dose activation, hits mostly activators; further: potency means the concentration at half of the fitted maximal effect; on the % scale 0 is the no-effect control and ±100 the full control effect; nearly all actives have a fitted effect of over 60% in size; many of its hits are not listed in these tables
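HEK293 cells stably expressing RXFP1, treated 30 min at 37C with compounds plus PDE4 inhibitor Ro 20174; cAMP measured by HTRF TR-FRET. Normalized to buffer and 29 nM porcine relaxin; EC50 by Hill fit.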
D1 antagonist = Antagonist of Human D 1 Dopamine Receptor: qHTS. HEK293 TREx D1 cells, calcium flux, dopamine EC80; hits give low values. D(1A) dopamine receptor (Homo sapiens), P21728. hit rate 3.2% among 360,000. activity change, negative = inhibition, % at 10 µM; in the data active means activity change below about -30%; further: on the % scale 0 is the no-effect control and ±100 the full control effect
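Allosteric or orthosteric antagonism assessed as attenuation of the calcium response to EC80 dopamine, added 180 s after compound, in induced HEK293 Trex D1 cells loaded with no-wash calcium dye.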
RXFP1 antagonist = qHTS Assay for Antagonists of the Relaxin Receptor RXFP1. Relaxin receptor 1 (Homo sapiens), Q9HBX9. HEK293-RXFP1, relaxin-stimulated cAMP HTRF, 30 min; hits give low values. activity change, negative = inhibition, % at 57.5 µM. hit rate 0.59% among 350,000. AID 1259400, 2018;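 active means activity change of -60% or lower, but not beyond a set lower limit; inconclusive means change between -60% and -40%, or beyond the set limit; inactive means change above -40%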; further: on the % scale 0 is the no-effect control and ±100 the full control effect
Starred values were filed as active, the others as inactive; ? = inconclusive; / = no result given; [ ] = remark or other dose. Unless noted, the call rests on the fitted dose curve; in most records, active means well fitted curve in the direction sought with a large enough effect; inconclusive means small, poorly fitted or top-dose-only effect, or another doubt; inactive means no such curve, though single readings can be large; an effect the other way counts as inactive or inconclusive.

SMILES	TRHR ag	TRHR enhancer	D1 agonist	D2 PAM	Apoferritin bind	D1 potentiator	RXFP1 ag	D1 antagonist	RXFP1 antagonist
COc1ccc(C/C(N)=N/OC(C)=O)cc1OC	0.4	-1	3	11	2%	6	1.7%	7	4
N#CCCC12CCCCC1=Nc1ccccc12 (stereo not drawn)	0.6	1	2	5	-5%	-5	1.4%	-17	11
CCOc1ccccc1N(CC(=O)Nc1ccccc1C(=O)N1CCOCC1)S(C)(=O)=O	0.3	1	4	-4	-6%	-5	-1.5%	3	-9
O=c1nc2sc3ccccc3n2c(=O)n1-c1ccc(Cl)c(Cl)c1	0.4	0	1	-5	-13%	1	?	4	0
Cc1cccc(NC(=O)NNC(=O)COc2ccc([N+](=O)[O-])cc2)c1C	-0.4	-2	4	-1	-11%	18	0.6%	11	-5
O=C(COc1ccc(F)cc1)Nc1ccc(-n2cnnn2)cc1	-0.1	-2	4	-14	8%	-12	2.0%	-36*	-2
COc1cccc(CNC(=O)CN2C(=O)CSc3ccc(S(=O)(=O)N(C)C)cc32)c1	-0.7	-2	1	-1	-3%	-3	-1.2%	-2	/
CCOC(=O)c1cnc(Nc2nc3ccccc3o2)nc1C	-0.6	3	2	7	2%	-1	3.0%	2	12
CC(=O)Nc1cc(NC(C)=O)c(N=Nc2ccccc2)cc1C	-0.1	63*	1	-12	-4%	-1	2.9%	6	2
COc1ccc(NC(=O)C(NS(=O)(=O)c2ccc3c(c2)CCCC(=O)N3)C(C)C)c(OC)c1 (stereo not drawn)	0.1	-3	2	-5	1%	-5	-0.8%	5	/
Cn1nccc1C(=O)NCCN1C(=O)OC(C)(C)C1(C)O (stereo not drawn)	0.7	5	3	1	10%	-3	0.7%	7	11
CCN(CC)C(=O)CSc1nc2ncccc2[nH]1	1.4	1	3	-12	-10%	-5	0.8%	-1	-1
COc1cccc2c1cc1c(=O)n(CC(=O)N3CCN(c4cccc(C)c4)C(C)C3)nc(C)n12 (stereo not drawn)	0.0	7	-1	/	29%	-3	-0.6%	-7	-5
COc1cc(-c2cc(=O)c3c(O)c(OC)c(OC)c(O)c3o2)ccc1O	-0.3	5	0	17	-16%	-3	-2.2%	1	/
CCOC(=O)C1CCCN(CCC(=O)Nc2ccccc2C)C1 (stereo not drawn)	-0.6	-3	4	-8	0%	-1	-0.7%	-10	5
CCCc1ccc(C(=O)NNc2cccc(C)c2)cc1	-0.2	-1	1	1	0%	0	0.7%	-8	0
CC1CCc2nn(CC(=O)NCCC3=CCCCC3)cc2C1 (stereo not drawn)	-0.5	1	0	-5	-2%	8	0.6%	-27	-19
CCOc1cc(C(=O)OCc2ccc([N+](=O)[O-])cc2)ccc1OCC(=O)N1CCOCC1	-0.4	-4	-2	5	/	-5	2.3%	1	-9
C=CCn1c(SCC(=O)NC(=O)NC)nnc1C1CCCCC1	-3.0	-3	2	-4	-8%	-8	-1.9%	-2	-11
Cc1ccc(NC2CCCN(C(=O)CCC3(C)CC3)C2)cc1C (stereo not drawn)	0.8	3	4	3	?	-4	-3.0%	1	-5
Cc1c(NC(=O)COc2ccc3ccccc3c2)c(=O)n(-c2ccccc2)n1C	-0.6	9	-1	35*	-3%	-6	3.2%	-28	-12
O=C(N/C(=C\c1ccc2c(c1)OCO2)C(=O)N1CCOCC1)c1cccs1	0.4	5	2	-4	-1%	1	2.2%	5	-10
CN1CCCC(OC(=O)c2ccccc2F)C1 (stereo not drawn)	0.6	22	1	-4	-15%	-7	0.6%	3	-5
CC1(c2cc(C(F)(F)F)n3nc(C(=O)O)cc3n2)CC1	0.1	-2	4	-11	4%	-1	1.7%	-1	-20
CCN1CCC(NC(=O)Nc2cccc(C(F)(F)F)c2)CC1	0.6	-6	5	-4	-11%	1	-0.1%	6	-7

Random excerpt: 4 entries already listed.
SMILES	TRHR ag	TRHR enhancer	D1 agonist	D2 PAM	Apoferritin bind	D1 potentiator	RXFP1 ag	D1 antagonist	RXFP1 antagonist
O=C(COc1ccc(F)cc1)Nc1ccc(-n2cnnn2)cc1	-0.1	-2	4	-14	8%	-12	2.0%	-36*	-2
N#CCCC12CCCCC1=Nc1ccccc12 (stereo not drawn)	0.6	1	2	5	-5%	-5	1.4%	-17	11
C=CCn1c(SCC(=O)NC(=O)NC)nnc1C1CCCCC1	-3.0	-3	2	-4	-8%	-8	-1.9%	-2	-11
CCN(CC)C(=O)CSc1nc2ncccc2[nH]1	1.4	1	3	-12	-10%	-5	0.8%	-1	-1

Continued:
SMILES	TRHR ag	TRHR enhancer	D1 agonist	D2 PAM	Apoferritin bind	D1 potentiator	RXFP1 ag	D1 antagonist	RXFP1 antagonist
CC(C)CC(=O)Nc1ccc(C(=O)OCc2cc(=O)n3nc(C(C)C)sc3n2)cc1	-1.8	5	3	7	34%[activator]	0	12%	14	17
COC(=O)c1nnn(-c2nonc2N)c1CSc1nc2ccccc2o1	-1.2	-7	3	14	-19%	-4	-6.3%	-12	-7
Cc1ccc(OCCNC(=O)c2ccccc2F)cc1	-0.3	2	0	5	4%	-3	1.8%	3	-9
COC(=O)c1ccc(N2CCN(S(=O)(=O)c3ccccc3)CC2)c([N+](=O)[O-])c1	-0.1	-1	10	-7	-7%	-4	0.9%	-22	-4
CCOC(=O)c1sc2nc3c(SCCC(=O)O)cc(C(=O)c4cc(OC)ccc4O)cn3c(=O)c2c1C	1.6	5	2	8	-12%	4	1.7%	3	0
CC(=O)N1CCc2cc(S(=O)(=O)CCC(=O)Nc3ccc4c(c3)OCCO4)ccc21	0.1	-2	-1	5	-9%	-4	-1.0%	21	6
COC(=O)c1cc2c(C)c(C)c3ccccn3c-2c1C(=O)OC	4.2	3	8	3	4%	-3	20%	-5	-8
O=C(COc1cccc2ccccc12)N1CCN(c2ccccn2)CC1	-1.0	1	0	-1	-12%	0	1.9%	-8	-4
COc1ccc(C(=O)OC(C)C(=O)NCC2CCCCC2)cc1S(=O)(=O)N1CCOCC1 (stereo not drawn)	0.0	-7	0	0	/	-4	0.6%	8	1
C#CCOc1ccc(/C=C2/C(=O)ON=C2C)cc1Cl	-0.2	15	3	-4	-1%	-2	0.7%	4	-15
O=S(=O)(c1cccc2cccnc12)N1CCN(c2ccccn2)CC1	0.0	-4	1	15	4%	-3	1.8%	12	-16
Cc1cccc(-n2c(=O)c3ccccc3n(Cc3ccccc3)c2=O)c1	-1.6	-6	-1	14	-15%	0	0.2%	3	/
C#CCOCCOCCOCCNc1nc(N2CCN(C(=O)[C@H](CCC(=O)O)n3cc(C(N)CC(C)C)nn3)CC2)nc(N2CCN(C(=O)[C@H](Cc3ccc(O)cc3)n3cc(C(N)CC(C)C)nn3)CC2)n1 (stereo partly drawn)	-0.1	1	3	5	-2%	3	-2.4%	-9	/
COc1cccc2c1OCC/C2=N\NC(=O)C(C)Oc1ccc([N+](=O)[O-])cc1 (stereo not drawn)	-0.6	-6	3	-26	-2%	-6	-0.8%	-19	-9
COc1ccc(NC(=O)CC(NCCc2ccccc2)C(=O)O)c(OC)c1 (stereo not drawn)	-0.2	-1	3	/	-8%	0	1.7%	12	-4
O=C(NCCc1c[nH]c2ccc(Cl)cc12)c1ccc([N+](=O)[O-])cc1	1.6	-1	1	-3	-10%	-13	6.7%	-40*	-24
COc1ccc(CNC(=O)c2cc3cccc4c3n2CC(C)S4)cc1OC (stereo not drawn)	0.6	3	0	-1	94%[activator]	0	20%	2	-24
O=C(CC1S/C(=N\S(=O)(=O)c2ccccc2)N(c2ccccc2)C1=O)Nc1ccc(F)cc1 (stereo not drawn)	1.0	-4	8	-9	-1%	-2	2.3%	-1	2
O=C1C(Cl)=C(NCC2CCCO2)C(=O)N1c1cccc(Cl)c1Cl (stereo not drawn)	1.2	15	8	3	-14%	-4	1.3%	3	-7
Cc1cc(C)c2nc(/N=C(\N)NC(=O)Nc3ccccc3)nc(C)c2c1	0.0	-5	3	0	-12%	-3	1.3%	2	-7
COc1ccc(CN2CCN(Cc3ccc(C)cc3)C(CCO)C2)cc1OC (stereo not drawn)	-2.3	7	2	12	-5%	6	-1.1%	-2	-2
COCCNC(=O)c1ccccc1-c1nc(-c2ccccc2Cl)no1	-0.6	-3	0	-7	-19%	-2	-1.6%	9	-5
Fc1ccccc1NC(=S)NCc1ccc(Cl)cc1	-0.3	-3	0	12	-19%	-9	-0.9%	-26	-2
CC1C(=O)N2CCCc3cc(S(=O)(=O)N(C)Cc4ccccc4)cc1c32 (stereo not drawn)	-0.3	-4	6	6	-8%	-10	2.1%	-20	-8
COc1cccc(NC(=S)N2CCN(S(C)(=O)=O)CC2)c1	0.2	2	7	3	-6%	0	1.5%	18	9
SMILES	TRHR ag	TRHR enhancer	D1 agonist	D2 PAM	Apoferritin bind	D1 potentiator	RXFP1 ag	D1 antagonist	RXFP1 antagonist
CN(C)c1ccc(-c2nnc(-c3cccnc3)o2)cc1	-0.5	-5	3	-3	-9%	-13	29%	4	17
CN(C(=O)COC(=O)c1cccc(NS(=O)(=O)c2ccc(F)c(F)c2)c1)C1CCS(=O)(=O)C1 (stereo not drawn)	-0.5	5	5	9	-8%	-7	0.3%	-7	-1
CN1CCN(S(=O)(=O)c2ccc(Oc3ccc(Br)cc3F)nc2)CC1	0.4	2	1	4	/	-3	0.8%	-6	-8
O=C(COC(=O)c1c2c(nc3ccccc13)CCN(Cc1ccccc1)C2)Nc1c(F)cccc1F	-0.1	2	5	-19	-11%	0	3.3%	-1	-14
O=C(O)Cn1c(-c2ccccn2)nc2ccccc21	0.0	1	1	-11	-7%	-13	1.6%	22	-9
COc1cc(NC(=O)c2ccc(C)c(Cl)c2)ccc1NC(=O)c1cc2ccccc2o1	-0.8	-6	1	5	-6%	-1	11%	-1	3

Screening results as filed in PubChem.

Only part of the results is shown; count on the stated rates, not on these rows.
